High-throughput results from PubChem BioAssay.
P. falciparum M17LAP: P. falciparum M17LAP inhibitors, primary screen, biochemical, fluorogenic H-Leu-NHMec substrate, 1536-well (AID 1619); Leucine aminopeptidase (Plasmodium falciparum (isolate 3D7)); 220,000 tested, 0.38% active; inhibition, % at 30 µM, or IC50 in µM where a hit was titrated; recombinant M17LAP, H-Leu-NHMec fluorogenic kinetic assay; higher % means a stronger effect;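 active = compound inhibiting the enzyme by more than half at any dose during confirmatory dose-response retesting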;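 also: plate controls were full reaction with DMSO carrier for no effect and no enzyme background for full effect; strong numbers were not always called active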
Yfh1-off respiration: enhancers of respiration in Yfh1-depleted yeast, dose response, Friedreich's ataxia, plus single-dose screen (AID 1465); S. cerevisiae Yfh1-off respiration, WST-1 reduction, 72 h; higher fold induction means a stronger effect; fold induction at 50 µM; hits with a dose series show EC50 in µM; 220,000 tested, 0.074% active;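 active = fold induction of absorbance versus untreated yeast above a set limit, then at least 30% activation at any dose in follow-up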;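 also: activators that raise dye reduction in frataxin-depleted yeast; strong numbers were not always called active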
CSM14.1 death rescue: rescue of cells from ER stress-induced death, primary screen, 384-well, CSM14.1, thapsigargin, ATP luminescence (AID 1222); CSM14.1 thapsigargin-induced death rescue, ATP luminescence; higher % means a stronger effect; cellular ATP content (survival), % at 20 µM, or EC50 in µM where a hit was titrated; 190,000 tested, under 10 active;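 active = EC50 below 50 µM in the dose-response confirmation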;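 also: death triggered by thapsigargin at about 15 µM added after 2 h compound pretreatment; cell ATP read after overnight thapsigargin exposure of roughly 18 to 22 hours; normalized against plate controls of thapsigargin alone and 5% DMSO vehicle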
Insulin prom up: insulin promoter activators in MIN6 cells, imaging, high-content screening, mouse beta cells. MIN6 insulin promoter-GFP reporter; hits give high values. z-score at 5 µM. 190,000 tested, 0.3% active;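 active = z-score above 3 at 5 µM with at least 500 cells counted in the well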
MT stabilize HCS: microtubule stabilizers in HeLa cells, primary screen, imaging, high-content imaging | HeLa tubulin immunostaining HCS, 24 h; share of cells brighter than vehicle mean+2SD | % tubulin-high responders, % at 10 µM | 200,000 tested, 0.83% active | AID 2205, 2009;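 active = plate Z-score above 3 for both tubulin-high and condensed-nucleus cell shares, with cell loss under 80%, at 10 µM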;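 also: anti alpha tubulin signal scored within the nucleus-defined area of each cell; some results filed as inactive read as strong as hits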
Dynein cargo inh: inhibitors of GR-EGFP nuclear translocation, primary screen, dynein cargo transport inhibitor project, imaging, high-content, 3617.4 mouse cells; test concentration mostly 20 µM; stimulated with dexamethasone, 1 µM; hits give low values; 220,000 tested, 0.47% active; z-score, hits read low;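 active = plate z-score of nuclear minus cytoplasmic receptor signal below a set negative limit, without overly bright fluorescence or cell loss, cut at about -3.5 in these data, passing the limit was not always enough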;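 also: z-score of nuclear minus cytoplasmic ring GR-EGFP intensity difference per well; some compounds called inactive have numbers as strong as hits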
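Buffer or medium: tet-free, stripped-serum medium; Also added: dexamethasone, 1.0 µM final; Technique: high-content fluorescence imaging after fixation; Times: 48 h induction, 1 h compound, 30 min dex at 37 °C; Read-out: per-cell GR-EGFP intensity, nucleus versus surrounding cytoplasmic ring, well-averaged.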
M1AAP inhibition: P. falciparum M1AAP inhibitors, biochemical, fluorogenic H-Leu-NHMec substrate, 1536-well (AID 1445) | 220,000 tested, 0.42% active | inhibition, % at 30 µM; hits with a dose series show IC50 in µM | recombinant M1AAP, H-Leu-NHMec fluorogenic kinetic assay; higher % means a stronger effect | Aminopeptidase N (Plasmodium falciparum (isolate 3D7));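 active = primary inhibition above the hit cutoff, then over 50% inhibition at one or more dose response concentrations, cut at about 23% in these data, passing the limit was not always enough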;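 also: plate controls were DMSO full reaction for no effect and no enzyme background for full effect; strong numbers were not always called active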
Autophagy mod: autophagy modulators in MEF cells, primary screen, imaging, high-content, MEF GFP-LC3. MEF GFP-LC3 puncta imaging; test concentration mostly 10 µM. calls only at 10 µM (by protocol). 190,000 tested, 0.98% active. AID 463193, 2010;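 active = percentage of spot-positive cells more than 3 SD above its plate mean, without a fluorescence outlier flag or 80% toxicity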;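 also: spot-positive cell cutoff set from DMSO-treated cells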
Lipid droplet: inhibitors of hepatocyte lipid droplet formation, primary screen, imaging, high-throughput imaging, BODIPY stain; AML12 mouse hepatocytes, oleate lipid droplets; inhibition, % at 6.5 µM; 240,000 tested, 0.4% active; AID 1656, 2009;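 active = lipid droplet intensity inhibited by at least 50%, with more than 500 cells counted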
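Test system: AML12 mouse liver cells; schedule: overnight exposure; technique: high-content imaging of BODIPY-stained droplets and DAPI nuclei; read-out: % inhibition of corrected integrated BODIPY droplet signal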
Dynein cargo inh cytoplasmic EGFP: recorded beside Dynein cargo inh, whose call it bears; z-score; measured here: cytoplasmic GR-EGFP intensity; hits give high values
Dynein cargo inh nuclear GR-EGFP: also measured in Dynein cargo inh; calls as there; z-score; measured here: nuclear GR-EGFP intensity;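 lower value marks the stronger effect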
Dynein cargo inh cell count: also measured in Dynein cargo inh; calls as there; z-score; measured here: cell count per field
Insulin prom up cell count: also measured in Insulin prom up; calls as there; cell count; measured here: cytotoxicity, nuclei count;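 total cells summed across four imaged fields per well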
Lipid droplet cells 6.5 µM: second read-out of Lipid droplet, no call of its own (marks repeat the call); cell count; measured here: cell count, cytotoxicity flag;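 cells counted across two imaged fields per well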
MT stabilize HCS Hoechst-high %: further read-out of MT stabilize HCS, marked with its call; % Hoechst-high responders; measured here: nuclear condensation Hoechst responders;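 share of cells brighter than vehicle mean plus two SD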
MT stabilize HCS cytotoxicity %: further read-out of MT stabilize HCS, marked with its call; toxicity, %; measured here: cytotoxicity by cell density;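 0% = mean cell density of plate MIN control wells and 100% = no cells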
Autophagy mod cell loss 18 h: further read-out of Autophagy mod, marked with its call; toxicity, %; measured here: cell loss, nuclei count;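 cell loss after 18 h compound exposure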
Active calls of the source: *; i = inactive; / = not tested or not shown. The order is random (roughly 3.5% active in at least one column).

Preview, two compounds:
#	Structure	P. falciparum M17LAP	Yfh1-off respiration	CSM14.1 death rescue	Insulin prom up	Insulin prom up cell count	MT stabilize HCS	MT stabilize HCS Hoechst-high %	MT stabilize HCS cytotoxicity %	Dynein cargo inh	Dynein cargo inh cytoplasmic EGFP	Dynein cargo inh nuclear GR-EGFP	Dynein cargo inh cell count	M1AAP inhibition	Autophagy mod	Autophagy mod cell loss 18 h	Lipid droplet	Lipid droplet cells 6.5 µM
1	COc1ccc(NS(=O)(=O)c2ccc(NC(=O)c3ccc(CN4CCOCC4)cc3)cc2)cc1	3%	i	1.4%	-0.32	1523	1.0	1.6	7.0	-0.71	-0.15	-0.5	-0.99	9%	i	9	17	748
2	O=C(N/N=C\c1cccs1)c1ccccc1-n1cccc1	26%	i	/	-0.01	1243	3.6	3.2	5.9	-0.16	-0.35	-0.17	0.49	6%	i	-1	-8	646

Main list, from the first entry:
#	Structure	P. falciparum M17LAP	Yfh1-off respiration	CSM14.1 death rescue	Insulin prom up	Insulin prom up cell count	MT stabilize HCS	MT stabilize HCS Hoechst-high %	MT stabilize HCS cytotoxicity %	Dynein cargo inh	Dynein cargo inh cytoplasmic EGFP	Dynein cargo inh nuclear GR-EGFP	Dynein cargo inh cell count	M1AAP inhibition	Autophagy mod	Autophagy mod cell loss 18 h	Lipid droplet	Lipid droplet cells 6.5 µM
1	COc1ccc(NS(=O)(=O)c2ccc(NC(=O)c3ccc(CN4CCOCC4)cc3)cc2)cc1	3%	i	1.4%	-0.32	1523	1.0	1.6	7.0	-0.71	-0.15	-0.5	-0.99	9%	i	9	17	748
2	O=C(N/N=C\c1cccs1)c1ccccc1-n1cccc1	26%	i	/	-0.01	1243	3.6	3.2	5.9	-0.16	-0.35	-0.17	0.49	6%	i	-1	-8	646
3	CCOC(=O)c1cc(NC(=O)c2ccccc2)c(=O)oc1C(F)(F)F	-1%	i	/	1.1	1194	5.7	3.0	6.4	0.12	-0.33	0.33	-0.7	-1%	i	0	17	720
4	O=C1NNC(c2ccccc2)=N/C1=C\c1ccccc1Cl	1%	i	/	0.22	1047	/	/	/	0.64	-0.21	0.1	-0.35	10%	/	/	-12	783
5	COc1ccc(/C=C/C(=O)Nc2cccc(S(=O)(=O)N3CCCC3)c2)cc1OC	-2%	i	0.0%	-0.52	1620	12	0.8	11	1.1	-0.35	0.12	0.03	7%	i	8	3	666
6	CCNC(=O)NC(C(=O)OC)C12CC3CC(CC(C3)C1)C2 (centres undefined)	-5%	i	-1.3%	0.02	1260	1.8	2.2	1.6	0.29	-0.093	0.54	0.75	-5%	i	4	-4	739
7	Clc1ccc(NC2(c3nnnn3C3CCCCC3)CCCCC2)cc1	0%	i	-1.4%	-1.8	1290	2.5	1.4	7.2	-0.95	-0.23	0.11	0.63	3%	i	-16	/	/
8	O=C(/C=C/c1c[nH]c2ccccc12)c1ccccc1	0%	i	-5.1%	/	/	3.0	2.4	2.5	0.59	-0.14	0.46	-0.16	3%	i	28	9	588
9	CC(=O)N/C(=C\c1ccccc1)C(=O)N1CCOCC1	/	i	-0.8%	0.24	1419	2.0	1.5	11	-0.073	-0.36	0.35	0.52	/	i	-26	-4	735
10	O=c1cc(O)c2c(=O)[nH]c(=O)n(-c3ccccc3)c2[nH]1	-11%	i	-0.1%	0.03	1412	7.3	3.4	10	0.42	-0.011	0.98	-0.07	3%	i	6	/	/
11	O=C(CSCc1ccccc1)Nc1cc([N+](=O)[O-])ccc1F	1%	i	-0.5%	0.01	1617	3.2	2.0	12	3.3	-0.17	1.2	-2.9	11%	i	-2	-7	699
12	C/C(=N\OCC(=O)Nc1ccc(OC(F)(F)F)cc1)c1ccc2c(c1)OCCO2	5%	i	-2.7%	0.82	1143	4.0	2.4	8.6	-0.089	-0.21	-0.3	-1.1	17%	i	3	-28	716
13	COc1ccc(C(=O)NCC(=O)OCC(=O)NCc2cccs2)cc1	-9%	i	-3.1%	-0.15	1137	1.9	2.0	3.7	-0.57	-0.17	-0.34	-0.36	6%	i	9	-2	737
14	CSCCC(NC(=O)C1CCC(C)CC1)C(=O)N1CCN(c2ccccn2)CC1 (centres undefined)	-1%	i	4.1%	0.11	1660	5.0	2.3	8.7	-0.084	-0.42	0.13	-0.036	-2%	i	18	/	/
15	CCCN(CCC)S(=O)(=O)c1cc(Br)cc2c1N(C(=O)CC)CC2	-22%	i	0.2%	0.85	1831	/	/	/	/	/	/	/	6%	/	/	8	661
16	CCN(CCn1cccn1)Cc1nc(-c2ccc(OC)cc2)no1	6%	i	-0.2%	0.01	1280	5.6	1.5	8.0	-0.61	-0.27	-0.51	0.42	4%	i	1	2	634
17	CCOc1ccc(N2C(=O)CC(N3CCC(NC(=O)Nc4ccccc4)CC3)C2=O)cc1 (centres undefined)	1%	i	2.7%	-0.3	1299	2.6	2.1	5.5	-0.92	-0.18	-0.58	-0.089	6%	i	4	-4	756
18	CCOc1ccc(/C=N/OCC(=O)Nc2ccc(OCc3ccccc3)cc2)cc1OC	-11%	i	-3.5%	0.2	1316	2.5	2.2	7.4	-0.22	-0.18	0.024	-0.091	-5%	i	-2	-13	664
19	CC(C(=O)N(C)C)N(C#N)c1nc(N(C)C)nc(N(C)C)n1 (centres undefined)	6%	i	-1.4%	-0.55	981	2.9	2.4	2.8	0.69	-0.5	0.18	0.32	2%	i	-1	/	/
20	Oc1ccc(-c2[nH]ncc2-c2nc3ccccc3s2)c(O)c1	38%	i	/	-0.96	1321	3.3	3.3	6.3	-0.89	-0.17	-0.42	0.56	10%	i	-11	8	729
21	Cc1ccc(C)c(SCc2noc(C(=O)NCC3CCCO3)c2C(=O)O)c1 (centres undefined)	18%	i	-1.0%	-0.43	1599	2.2	1.8	4.1	-0.39	-0.24	-0.81	0.14	3%	i	1	/	/
22	CC(=O)c1ccc2cccc3c2c1N=CN3C	2%	/	-2.2%	/	/	1.3	2.1	0.8	0.88	-0.098	0.49	-0.017	4%	i	0	/	/
23	CCOc1ccc(CNC(=O)NS(=O)(=O)c2ccc(OC)cc2)cc1	28%	i	2.4%	-0.2	1120	5.2	3.8	6.3	-0.2	-0.19	-0.0061	0.47	2%	i	6	/	/
24	CCOc1ccc(Br)cc1S(=O)(=O)Nc1ccc(C(=O)OCC(=O)Nc2ccc(C#N)cc2)cc1	2%	i	0.4%	0.32	1411	3.2	2.5	7.8	-1.3	-0.18	0.14	1.4	3%	i	15	1	742
25	CCN(CC)CCOC(=O)c1c(C)n(C)c2ccc(OC)cc12	8%	i	-0.2%	-0.18	1518	4.0	0.7	11	0.38	-0.33	0.23	-1.3	7%	i	-57	/	/
26	COc1cccc(/C=C/C(=O)OCC(=O)NCc2ccco2)c1	10%	i	-3.4%	0.32	1349	4.1	3.0	9.1	-0.8	-0.093	0.12	0.71	13%	i	-1	-22	661
27	COc1ccc(-c2[nH]ncc2CN2CCCOc3c(cccc3OC)C2)c(OC)c1	-1%	i	-0.7%	0.23	1442	2.1	1.7	3.0	2.2	-0.2	0.95	-1.2	-4%	i	17	-22	654
28	CCOc1cccc(-c2nnc(SCC(=O)Nc3cc(OC)cc(OC)c3)n2N)c1	3%	i	-1.2%	/	/	3.8	2.5	6.2	-0.37	-0.34	-0.14	-0.41	4%	i	-5	/	/
29	C/C(=C\c1ccco1)C1C(C#N)=C(N)Oc2n[nH]c(-c3ccccc3)c21 (centres undefined)	84µM*	i	-2.8%	-0.29	1658	5.1	2.1	7.6	-0.41	0.75	0.22	-0.22	15%	i	-15	/	/
30	CCOc1nc(C)ccc1-c1noc(CC)n1	1%	i	-2.7%	/	/	1.4	1.7	4.2	0.08	-0.17	0.38	-0.62	5%	i	-4	-24	714
31	COc1cccc(N(CC(=O)NC(C)(C)C)C(=O)C2CSC(=O)C2)c1 (centres undefined)	5%	i	0.7%	0.77	898	1.8	0.9	13	-1	-0.14	-0.64	2.2	0%	i	-6	15	777
32	COc1cc(CCC(=O)OCC(=O)Nc2c(C)cc(C)cc2C)cc(OC)c1OC	-9%	i	8.8%	0	1361	4.7	2.3	6.1	-0.44	-0.25	-0.18	1	-1%	i	-5	18	660
33	CCCCN1C(=O)c2ccc(C(=O)Nc3ccc(C)c(S(=O)(=O)N(C)C)c3)cc2C1=O	-2%	i	-3.4%	-0.28	1446	3.3	1.8	9.9	-0.49	-0.18	-0.33	0.29	5%	i	-7	-16	522
34	O=C(Nc1nnc(Cc2ccc([N+](=O)[O-])cc2)s1)Nc1ccccc1F	19%	i	-0.9%	/	/	1.8	1.3	1.6	-1.3	-0.25	-0.7	0.88	8%	i	-14	1	721
35	Cc1ccc(N2CCN(c3ccc(NC(=O)CCC(=O)O)cc3)CC2)cc1	-8%	i	-0.2%	0.3	1183	2.4	3.0	7.6	-0.67	-0.2	-0.58	0.33	1%	i	8	4	669
36	CC1CCC(NC(=O)CN2C(=O)COc3ccc(S(=O)(=O)N4CCCC4)cc32)CC1 (centres undefined)	-2%	i	-1.8%	0.42	1544	2.1	3.6	12	-0.11	-0.18	-0.28	-0.29	1%	i	-9	-5	659
37	O=c1oc2ccccc2c(O)c1C=NCc1ccccn1	14%	i	-2.1%	-0.42	1572	2.9	2.2	11	0.4	-0.26	0.92	1.7	21%	i	-6	21	735
